Screens (PubChem)
tim23-1 inh = tim23-1 yeast growth inhibition. S. cerevisiae tim23-1 growth, BacTiter-Glo luminescence, 24 h. AID 463212. 1.3% of 330,000 active. inhibition, % at 20 µM;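 active means growth inhibition of the mutant yeast at or above 50%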;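 further: temperature-sensitive mutant grown at 25 °C; plate controls were DMSO-treated mutant yeast for no effect and medium wells lacking yeast for full effect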
XBP1 UPR activ = adaptive UPR (XBP1) activation; CHO-XBP1 luciferase reporter, IRE1-XBP1 UPR activation, luminescence; percent of tunicamycin response, DMSO as zero; activation, % at 20 µM; 0.33% of 330,000 active; AID 463104;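 active means versus positive control, 20 µM dose yields 30% or more activation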;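 further: 100% = tunicamycin at 10 µg/mL and 0% = DMSO only wells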
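Signal: luciferase luminescence; Assay system: CHO-XBP1 luciferase reporter cells; Amount: one thousand reporter cells per well; Dosing: 20 µM single concentration, DMSO 1%; Benchmarks: high control tunicamycin 10 µg/mL final, low control DMSO vehicle only; Schedule: 6 h compound exposure at 37 °C, 5% CO2; Evaluation: percent activation relative to tunicamycin reference.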
Jurkat NFkB inh = inhibitors of the PMA/ionomycin-induced NF-kB reporter in Jurkat cells. PMA/ionomycin-induced NF-kB luciferase reporter, luminescence. inhibition, % at 4 µM. 0.53% of 330,000 active; in the data active means inhibition above about 50%
APJ antagonist = blocks the human apelin receptor APJ; CHO-K1 APJ beta-arrestin complementation, luminescence; inhibition, % at 20 µM; 0.32% of 330,000 active;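 active means inhibition above about 40% at 20 µM, limit read from the data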;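 further: cells challenged with 10 nM apelin-13 agonist together with compound; plate controls were apelin-13 plus DMSO wells for no effect and DMSO wells lacking apelin-13 for full effect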
Target sequence (P35414 whole entry, looked up): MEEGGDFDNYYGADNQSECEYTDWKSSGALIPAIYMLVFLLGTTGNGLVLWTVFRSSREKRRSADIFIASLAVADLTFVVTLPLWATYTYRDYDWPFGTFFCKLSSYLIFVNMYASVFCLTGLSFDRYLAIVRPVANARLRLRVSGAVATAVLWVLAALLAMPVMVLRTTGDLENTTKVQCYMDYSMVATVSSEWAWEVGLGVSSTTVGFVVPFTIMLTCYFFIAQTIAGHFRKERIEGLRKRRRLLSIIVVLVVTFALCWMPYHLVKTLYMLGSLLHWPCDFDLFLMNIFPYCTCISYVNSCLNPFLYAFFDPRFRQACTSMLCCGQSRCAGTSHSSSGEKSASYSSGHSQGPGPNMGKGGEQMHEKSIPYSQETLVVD
APJ agonist = agonists of human APJ apelin receptor | activation, % at 20 µM | P35414 | 0.11% of 330,000 active | CHO-K1 APJ PathHunter beta-arrestin, luminescence; 0% DMSO wells, 100% apelin;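 active means activation more than six SD over the plate average, tested at 20 µM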;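 further: 0% = DMSO alone and 100% = apelin-13 at 10 nM; some results filed as inactive read as strong as hits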
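Material: CHO-K1 APJ beta-arrestin complementation cell line; Input: cell density 1000 per well; Incubation: compound stimulation 90 min at 25 °C, detection 60 min; Signal: luminescence from split beta-galactosidase complementation, Galacton Star/Emerald II substrate; Controls: DMSO-only wells as negative, 10 nM Apelin-13 as positive control.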
UPR CHOP act = apoptotic UPR (CHOP) activation | CHO-CHOP luciferase reporter, luminescence; percent of tunicamycin response over DMSO baseline | activation, % at 10 µM | 0.34% of 330,000 active | AID 449763;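 active means at 10 µM dose, activation of 40% or more, normalized to positive control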;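 further: 100% = tunicamycin at 10 µg/mL and 0% = DMSO alone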
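measured by = luciferase luminescence | assay system = CHO-CHOP cells, stable luciferase reporter of PERK-eIF2a-CHOP signalling | amount = 500 reporter cells seeded per well | timing = 6 h compound exposure at 37 °C after overnight seeding | controls = positive tunicamycin 10 µg/mL, negative DMSO alone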
Mdm2-MdmX inh = disrupts the human Mdm2-MdmX interaction; O15151+Q00987; SaOS-2 split-luciferase Mdm2/MdmX complementation, luminescence; inhibition, % at 8 µM; 3% of 330,000 active; AID 485346;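 active means inhibition of at least 50% at 8 µM in the primary screen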
697 NFkB inh = inhibitors of the PMA/ionomycin-induced NF-kB reporter in 697 B cells | 697 B-cell NF-kB luciferase reporter, 16 h | inhibition, % at 4 µM | 0.33% of 330,000 active; in the data active means inhibition above about 35%
An asterisk follows results filed as active.

SMILES | tim23-1 inh | XBP1 UPR activ | Jurkat NFkB inh | APJ antagonist | APJ agonist | UPR CHOP act | Mdm2-MdmX inh | 697 NFkB inh
COc1cc(OC)cc(-c2nc(SCC(=O)Nc3ccccc3F)n[nH]2)c1 | 0.0 | 0.2 | 10.7 | 12.4 | 5.2 | -3.3 | 16.6 | 22.6
CCOc1ccc(Br)cc1C(=O)Nc1ccc(C(=O)NCC(C)C)cc1 | -2.2 | 5.2 | -8.9 | 11.7 | 1.8 | -0.1 | -2.7 | 17.1
NC(=O)Cn1c(=O)n(C2CCCCC2)c(=O)c2c3c(sc21)CCCCC3 | 22.2 | 3.5 | 0.6 | -10.1 | -2.0 | -2.4 | 26.1 | 1.8
O=C(c1ccc([N+](=O)[O-])cc1)N1CCN(C(=O)c2cccnc2)CC1 | 5.2 | -5.2 | -2.8 | -2.5 | -1.1 | 3.8 | 11.0 | 1.8
CC1Cc2ccccc2N1C(=O)CSc1nnc(-c2ccccc2)c(-c2ccccc2)n1 (configuration not stated) | 31.7 | -3.2 | 9.2 | -16.3 | 4.4 | -1.4 | 20.4 | 1.0
COC(=O)Cn1c(=NC(=O)c2ccc(Cl)s2)sc2cc(C)ccc21 | -1.9 | 1.9 | -81.5 | -3.3 | 0.9 | 6.6 | 10.6 | -104.2
CC(=O)N(C)c1ccc(NCc2cc(=O)oc3cc(C)c(O)cc23)cc1 | 2.6 | -3.7 | 2.4 | 10.3 | -2.8 | -1.4 | 22.7 | 17.2
COc1cc(CN2CCSCC2)c([N+](=O)[O-])cc1OC | -5.9 | -1.8 | -6.1 | -15.1 | 1.2 | -1.1 | 10.8 | 10.2
Fc1cccc(Cn2ccc(-c3ccc4c(c3)OCO4)n2)c1 | 24.3 | 1.7 | -45.1 | 14.2 | -3.3 | 0.6 | -56.8 | -34.4
CCn1c(SCC(N)=O)nc2sc3c(c2c1=O)CCN(C)C3 | 14.5 | -0.7 | 4.0 | 4.8 | -2.0 | -1.6 | 16.7 | 5.5
COCCNC(=S)N/N=C/c1ccc(N2CCOCC2)cc1 | -9.1 | -2.4 | -2.7 | 2.7 | -0.8 | 1.1 | -4.9 | 5.1
CCCCc1c(C)nn(-c2nnc3c4ccccc4n(C)c3n2)c1C | 12.5 | 2.8 | -10.6 | -3.2 | 2.0 | 7.3 | -20.8 | -34.4
N#Cc1c(NC(=O)CN2CCN(C(=O)c3ccco3)CC2)sc2c1CCCCC2 | 41.4 | -5.7 | 0.1 | 15.5 | 0.5 | -1.7 | 41.7 | -34.8
COc1cc(/C=N/NC(=O)c2cccs2)ccc1O | 12.1 | 6.9 | -40.9 | 9.3 | -3.7 | 1.6 | -20.1 | -11.3
CCOC(=O)[C@H]1[C@H]2COc3ccc(Cl)cc3[C@@H]2N2C(=O)CN(CC3CCCO3)C(=O)[C@@]12C (some centres not stated) | 2.6 | 0.4 | -8.1 | 13.8 | -3.3 | 1.2 | 5.5 | 3.4
Cc1cc(OCC(=O)NCCO)cc(C)c1Cl | 17.8 | -0.9 | -10.6 | 12.4 | 2.5 | -0.1 | -13.8 | -6.5
O=C1CNC(=O)N1CC(O)Cn1c2ccccc2c2ccccc21 (configuration not stated) | 10.3 | 1.3 | 3.5 | -9.4 | -0.8 | 0.9 | 8.4 | 11.4
COc1cc(C(=O)N/N=C2\CCS(=O)(=O)c3ccc(F)cc32)cc(OC)c1OC | 9.3 | 1.3 | 15.1 | 25.4 | -3.4 | -1.6 | -4.2 | 5.6
Cn1c(CN2CCOCC2)nnc1SCC(=O)NCCc1ccccc1 | -5.5 | -0.6 | 0.8 | 14.1 | -3.6 | 0.6 | 42.0 | 4.0
Cc1nn(CC(=O)NCCN2CCOCC2)c(=O)c2cc3sccc3n12 | 0.9 | -3.9 | -4.0 | 18.0 | 1.9 | -0.8 | -14.2 | -3.3
Cc1cc(=O)oc2cc(OCC(=O)NCCN3CCOCC3)ccc12 | 8.8 | -5.4 | 3.1 | -23.2 | -3.2 | 2.2 | 18.2 | 16.0
CC(=O)c1c(C)n(C)c2ccc(OC(=O)c3ccc([N+](=O)[O-])cc3)cc12 | -6.1 | 2.1 | -2.2 | -22.1 | 1.1 | -0.5 | -22.0 | 7.0
CC(=O)N1CCOCCOCCN(C(C)=O)CCOCC1 | 4.2 | -1.8 | -1.4 | 7.5 | -3.9 | 3.4 | -0.4 | 17.6
COc1cc(OC)c(OC)cc1CNC(=O)c1cc(=O)[nH]c2ccccc12 | 5.1 | 0.4 | -6.5 | -13.1 | -2.0 | -2.3 | 9.3 | -0.4
CC(C)CC(NC(N)=O)C(=O)Nc1ccc(Cl)c(Cl)c1 (configuration not stated) | 17.6 | -4.3 | -0.5 | 2.5 | 0.3 | -1.6 | 15.2 | 0.4

The final 6 entries of the section before open the next one.
SMILES | tim23-1 inh | XBP1 UPR activ | Jurkat NFkB inh | APJ antagonist | APJ agonist | UPR CHOP act | Mdm2-MdmX inh | 697 NFkB inh
Cc1nn(CC(=O)NCCN2CCOCC2)c(=O)c2cc3sccc3n12 | 0.9 | -3.9 | -4.0 | 18.0 | 1.9 | -0.8 | -14.2 | -3.3
Cc1cc(=O)oc2cc(OCC(=O)NCCN3CCOCC3)ccc12 | 8.8 | -5.4 | 3.1 | -23.2 | -3.2 | 2.2 | 18.2 | 16.0
CC(=O)c1c(C)n(C)c2ccc(OC(=O)c3ccc([N+](=O)[O-])cc3)cc12 | -6.1 | 2.1 | -2.2 | -22.1 | 1.1 | -0.5 | -22.0 | 7.0
CC(=O)N1CCOCCOCCN(C(C)=O)CCOCC1 | 4.2 | -1.8 | -1.4 | 7.5 | -3.9 | 3.4 | -0.4 | 17.6
COc1cc(OC)c(OC)cc1CNC(=O)c1cc(=O)[nH]c2ccccc12 | 5.1 | 0.4 | -6.5 | -13.1 | -2.0 | -2.3 | 9.3 | -0.4
CC(C)CC(NC(N)=O)C(=O)Nc1ccc(Cl)c(Cl)c1 (configuration not stated) | 17.6 | -4.3 | -0.5 | 2.5 | 0.3 | -1.6 | 15.2 | 0.4
N#CC1(c2ccccc2)CCCN1C(=O)c1ccccc1Br (configuration not stated) | 4.0 | -3.9 | -1.5 | 0.9 | 1.2 | -0.8 | -2.5 | 3.0
CCOc1ccc(C(=O)NC2CCN(CC(=O)NCc3cccs3)CC2)cc1 | 3.1 | -2.2 | -17.3 | -8.2 | -1.8 | -0.4 | 8.9 | -12.9
N#Cc1nc(-c2ccco2)oc1NCc1ccc(F)cc1 | -5.6 | -4.1 | 17.4 | 13.4 | -1.1 | -0.5 | -6.3 | -3.5
C/C(=N\NC(=O)c1c(C)nc2ccccn12)c1ccc(C(C)(C)C)cc1 | 27.4 | 1.9 | -26.1 | 12.0 | 2.1 | 1.2 | -24.4 | -52.3
CCOc1ccccc1NS(=O)(=O)c1cc2c3c(c1)CC(=O)N3CCC2 | 9.6 | -1.2 | 10.7 | -21.4 | 1.2 | 1.8 | -16.8 | -2.4
Cc1sc2c(c1C)c(=O)n(-c1ccc(Cl)cc1)c(=O)n2Cc1cc(=O)n2ccccc2n1 | -24.8 | -3.1 | -4.7 | -12.7 | 0.8 | 1.0 | 8.3 | 1.2
CC1CCN(S(=O)(=O)c2ccc(NC(=O)CCNC(=O)c3ccc(Cl)cc3)cc2)CC1 | 3.0 | 3.2 | 33.7 | 10.8 | -4.2 | 0.6 | 32.9 | 0.6
Cc1ccc(Nc2nc(C(=O)N3CCC(C(=O)NC(C)C)CC3)cs2)cc1 | 5.8 | -0.1 | -13.4 | 5.9 | -2.2 | 2.3 | 3.3 | -3.8
N=c1n(CCN2CCCC2)c2ccccc2n1CC(O)c1ccco1 (configuration not stated) | -28.0 | 2.8 | -10.5 | 26.8 | -3.6 | -2.7 | -7.0 | 24.0
O=C(Oc1ccccc1F)c1ccc2c(=O)n3c(nc2c1)CCC3 | 20.3 | 8.4 | 4.1 | 7.9 | -5.2 | 5.8 | 4.7 | 7.2
O=C(NCC(=O)N1CCN(c2ccccn2)CC1)c1ccc(Br)o1 | 3.7 | -3.0 | -5.6 | 8.8 | 2.2 | 2.5 | 4.5 | -1.9
CNC(=O)c1nc(C)n(-c2ccc(Cl)cc2Cl)n1 | 2.8 | -2.3 | -4.0 | -41.5 | -0.9 | 2.8 | -5.8 | 8.9
COc1ccccc1C(=O)Nc1sc2c(c1C#N)CCC2 | -0.4 | -1.6 | -86.3 | 9.3 | 4.3 | 3.1 | -39.4 | -148.5
CSCCC(NC(=O)c1ccco1)C(=O)OCC(=O)N(Cc1ccccc1)C(C)(C)C (configuration not stated) | 13.8 | -1.9 | 15.2 | 15.5 | -11.3 | 1.1 | 16.2 | 8.2
CC12CCC(C(=O)N(CC(O)CN3CCN(Cc4ccccc4)CC3)C1=O)C2(C)C (configuration not stated) | 1.5 | 1.5 | -8.2 | 4.5 | 0.8 | -1.0 | 5.6 | -14.4
CCCCc1c(C)nc2c(OC)cccc2c1SCCC(=O)O | 16.5 | -2.9 | 7.9 | 5.9 | -1.9 | -1.5 | 13.7 | 25.4
FC(F)(F)c1ccc(N2CCOCC2)c(NC2=NCCCCC2)c1 | 23.2 | 1.3 | 4.6 | 0.3 | -0.7 | -1.0 | -18.3 | -5.2
CC(C)(C)C(=O)O/N=C(\N)c1c(Cl)cccc1Cl | 3.6 | -2.4 | -3.0 | -19.7 | 12.9 | -1.0 | 53.6* | 8.4
CSc1nc2ccccc2cc1/C=C(\C#N)c1cccc(C)c1 | 16.1 | 0.9 | 15.2 | -1.2 | -0.8 | -0.5 | 37.5 | -14.7
CC(=O)Nc1nc2ccc(C(=O)NC3CCCCC3)cc2s1 | 0.2 | -2.4 | -13.0 | -3.1 | -2.4 | 0.7 | -2.4 | 4.3
COc1ccc(N(CC(=O)NCC2CCCO2)C(=O)CCC(=O)Nc2nccs2)c(OC)c1 (configuration not stated) | -4.1 | -3.1 | 7.3 | -2.0 | -6.0 | -2.9 | 15.7 | 10.0
COc1ccc(C(Sc2ccccc2)c2ccccc2)cc1OC (configuration not stated) | 2.7 | 0.9 | -6.4 | -2.8 | 3.7 | -0.4 | -53.1 | 0.3
CC(Sc1ccccc1)C(=O)NN=C1CCN(C)CC1 (configuration not stated) | 14.1 | -5.4 | 15.0 | -6.6 | -1.8 | -0.3 | -3.3 | 8.4
Cc1cc(NC(=O)CN2C(=O)NC(C)(CCc3ccccc3)C2=O)no1 (configuration not stated) | 3.2 | -2.5 | -3.6 | -0.3 | -0.6 | -0.1 | 7.0 | 11.3
